From PubChem BioAssay
SRC1 inh – SRC1 coactivator transcriptional activity inhibitors, primary screen, cell-based, luminescence; 0.12% of 360,000 active; HEK293 GAL4-SRC1 luciferase reporter; inhibition, % at 3.6 µM;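 active = inhibition above the campaign mean plus 3 SD, with each screening campaign given its own cutoff, cut at about 60% in these data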;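 note: 0% = DMSO treated cells and 100% = gossypol at 36 µM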
TWEAK-Fn14 inh – inhibitors of TWEAK-Fn14 signaling, primary screen, luciferase reporter cells, uHTS; TWEAK-stimulated Fn14 reporter cells, luciferase luminescence, 8 h; inhibition, % at 10 µM; 2% of 360,000 active; AID 1159606, 2016; in the data active = inhibition above about 50%
Shn3 inh set2 – reduction of Shn3 3'UTR firefly luciferase signal, primary screen, Schnurri-3 inhibitor project, cell-based, Clone20 osteoblasts, set 2 | Clone20 osteoblast Shn3 3'UTR firefly luciferase, 24 h | inhibition, % at 12.5 µM | 0.52% of 360,000 active | AID 588674, 2011;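 active = mean inhibition of at least 75% with every replicate also reaching 75%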;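 note: 0% = median of neutral control wells and 100% = pilot-screen positive control compound; some compounds past the cut are filed as inactive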
LRH-1 inv ag – LRH-1 (NR5A2) inverse agonists, primary screen, cell-based, luminescence, HEK293T, StAR-luciferase reporter; 0.13% of 360,000 active; Nuclear receptor subfamily 5 group A member 2 (Homo sapiens), O00482; AID 602396, 2012; LRH-1 transfected, 24 h; inhibition, % at 3.6 µM;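 active = inhibition above the mean inhibition of all tested compounds plus 3 SD, cut at about 73% in these data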;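 note: 0% = DMSO wells and 100% = reporter-only cells lacking LRH-1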
Target sequence (O00482 whole entry, looked up): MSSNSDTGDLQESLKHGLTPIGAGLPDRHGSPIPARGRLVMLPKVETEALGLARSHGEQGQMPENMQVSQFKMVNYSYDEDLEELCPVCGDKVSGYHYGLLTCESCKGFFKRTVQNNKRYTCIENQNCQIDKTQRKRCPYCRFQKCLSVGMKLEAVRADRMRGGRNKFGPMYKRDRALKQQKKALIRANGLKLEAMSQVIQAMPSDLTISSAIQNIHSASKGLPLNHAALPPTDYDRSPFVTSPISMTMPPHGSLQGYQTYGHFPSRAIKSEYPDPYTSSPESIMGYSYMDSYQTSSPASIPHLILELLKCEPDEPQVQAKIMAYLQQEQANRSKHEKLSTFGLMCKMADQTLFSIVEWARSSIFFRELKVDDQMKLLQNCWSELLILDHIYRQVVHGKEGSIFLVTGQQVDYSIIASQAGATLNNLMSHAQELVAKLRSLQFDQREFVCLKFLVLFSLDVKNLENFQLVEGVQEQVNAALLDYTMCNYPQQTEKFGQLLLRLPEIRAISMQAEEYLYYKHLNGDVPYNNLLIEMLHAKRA
EBV LMP1 NFkB – EBV LMP1-driven NF-kappaB luciferase reporter inhibitors, primary screen, cell-based, luminescence, single point | inhibition, % at 12.5 µM | LMP1-induced NF-kappaB luciferase reporter cells | 0.69% of 350,000 active; in the data active = inhibition above about 41%;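 note: 0% = neutral control wells and 100% = reference inhibitor control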
COUP-TFII inh – NR2F2 transcriptional activity inhibitors, primary screen, cell-based, luciferase reporter, HEK293T, luminescence | inhibition, % at 8.6 µM | COUP transcription factor 2 (Homo sapiens), P24468 | 0.7% of 370,000 active | HEK293T NGFI-A luciferase reporter | AID 686940, 2013;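 active = inhibition above a per-plate cutoff, mean inhibition of test wells between control levels plus 3 SD, cut at about 38% in these data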;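 note: cells cotransfected with COUP-TFII expression vector driving the NGFI-A reporter; 0% = median of COUP-TF2 test wells and 100% = reporter-only cells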
Target sequence (P24468 whole entry, looked up): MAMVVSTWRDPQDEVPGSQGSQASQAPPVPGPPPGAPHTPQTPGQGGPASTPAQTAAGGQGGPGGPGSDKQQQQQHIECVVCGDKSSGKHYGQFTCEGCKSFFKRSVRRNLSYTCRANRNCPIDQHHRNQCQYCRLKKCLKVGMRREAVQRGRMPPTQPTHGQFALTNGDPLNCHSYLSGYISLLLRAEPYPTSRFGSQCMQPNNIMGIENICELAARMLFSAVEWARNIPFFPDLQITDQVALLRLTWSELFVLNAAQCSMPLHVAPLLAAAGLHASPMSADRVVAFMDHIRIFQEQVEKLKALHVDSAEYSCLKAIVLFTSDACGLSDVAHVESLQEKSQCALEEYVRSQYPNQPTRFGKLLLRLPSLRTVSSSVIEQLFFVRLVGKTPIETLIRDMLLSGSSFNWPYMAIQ
TROY signal inh – inhibitors of TROY-driven NF-kB signaling, primary screen, Q293 LMP1-TROYcd cells, NF-kB luciferase, uHTS; Q293 LMP1-TROYcd NF-kB luciferase reporter, 4 h; inhibition, % at 10 µM; 0.98% of 360,000 active; AID 1347056, 2019;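 active = compounds whose plate-normalised and pattern-corrected inhibition of the luciferase reporter signal at the single screening dose is 50% or more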
KKLEB tox – cytotoxicity in KKLEB CF airway cells, primary screen, cytotoxicity control for CF NF-kB inhibitor project, cell-based, uHTS, fluorescence assay plates; KKLEB CF airway cells viability, ATPlite luminescence, overnight; active compounds read low; cells stimulated with P. aeruginosa culture filtrate; activity change (cytotoxicity), % at 5 µM; 0.36% of 360,000 active;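 active = corrected activity change at or below -50% at 5 µM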
SRC3 inh – SRC3 coactivator transcriptional activity inhibitors, primary screen, cell-based, luminescence; Nuclear receptor coactivator 3 (Homo sapiens), Q9Y6Q9; HEK293 GAL4-SRC3 luciferase reporter; inhibition, % at 3.6 µM; 0.17% of 360,000 active; AID 588352, 2011;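 active = inhibition above a per-campaign cutoff, the mean of all compounds plus 3 SD, cut at about 60% in these data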;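 note: 0% = DMSO-treated cells and 100% = gossypol-treated cells at 36 µM; higher means less SRC3-driven luciferase light from the GAL4 reporter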
TRAIL sens C8 – viability loss with TRAIL in NB7+C8 cells, primary screen, TRAIL sensitizer project, cell-based, ATPlite luminescence | inhibition (viability loss, TRAIL sensitization), % at 10 µM | 1% of 360,000 active;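 active = compounds causing at least 50% loss of cell viability in the single-dose screen, relative to plate controls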
CF NFkB block – inhibitors of PAF-induced NF-kB signaling, primary screen, cell-based, GFP fluorescence, uHTS; inhibition, % at 5 µM; 0.86% of 360,000 active; AID 588850, 2011; KKLEB NF-kB-GFP reporter, GFP fluorescence overnight;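 active = at least 50% inhibition at 5 µM, scaled per plate between neutral and stimulator controls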;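 note: PAF is a Pseudomonas aeruginosa culture filtrate used as stimulus; plate controls were PAF-stimulated DMSO wells for no effect and unstimulated DMSO wells for full effect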
* hit, by the source's call; . = not tested or not shown. A portion of the library; rates above refer to the full screens.

Under each structure: SRC1 inh	TWEAK-Fn14 inh	Shn3 inh set2	LRH-1 inv ag	EBV LMP1 NFkB	COUP-TFII inh	TROY signal inh	KKLEB tox	SRC3 inh	TRAIL sens C8	CF NFkB block
- COc1ccc(/C=C2\SC(=S)N(CCC(=O)NCCCN3CCOCC3)C2=O)cc1
  -3	2	-6	12	-8	-28	-21	-1	-5	26	12
- CC(C)C[C@H]1CNC(=S)N1CC1CCN(CCCCc2ccccc2)CC1
  -13	5	-8	-24	37	0	-4	-5	-7	-3	5
- O=C(NCc1cccc(F)c1)C1CCC(=O)N(C2CCCC2)C1 (stereo not drawn)
  4	0	6	-13	3	-16	-27	-3	19	-3	9
- COc1ccc(C(=O)Nc2cc3c(cc2Cl)OCCCO3)cc1
  -100	-17	-81	-139	-27	-19	-83	-4	-94	25	11
- Cc1ccc(C(=O)c2c3ccc(C(F)(F)F)cc3nn2CCC(N)=O)cc1
  -11	-3	-24	17	-17	-4	9	-1	-10	-3	-8
- CCSc1oc(-c2ccccc2)nc1S(=O)(=O)c1ccccc1
  -4	17	31	30	-28	-12	4	-8	7	2	11
- COc1ccc(C(C)=O)cc1CSc1nnc(-c2ccc(Cl)cc2)n1-c1ccccc1
  5	-15	5	1	-4	6	-20	2	37	9	20
- CCCCn1c(N)c(N(CC(C)C)C(=O)c2ccc(N3C(=O)CCC3=O)cc2)c(=O)[nH]c1=O
  0	0	-28	13	-6	17	1	2	2	11	-7
- Cc1[nH]nc2c1C1(CCN(C(=O)c3ccccc3)CC1)C(C#N)=C(N)O2
  2	7	-10	11	-1	2	6	-20	8	8	8
- CCCCn1c(N)c(N(CC)C(=O)C2=COCCO2)c(=O)[nH]c1=O
  0	-1	-1	12	-5	-3	-8	-6	9	27	1

Going on with the list.
Under each structure: SRC1 inh	TWEAK-Fn14 inh	Shn3 inh set2	LRH-1 inv ag	EBV LMP1 NFkB	COUP-TFII inh	TROY signal inh	KKLEB tox	SRC3 inh	TRAIL sens C8	CF NFkB block
- C/C(=N\OC(=O)c1ccc(Cl)cc1)c1sc(-c2ccccc2)nc1C
  -45	6	-62	-71	-18	-18	-59	-1	-16	17	10
- NC(=O)C1CCN(c2nc(-c3ccccc3F)cs2)CC1
  -110	-31	-72	-165	5	-47	-96	-20	-122	-3	22
- Cc1nc2nc(-c3cccs3)[nH]c2cc1Br
  -88	0	-61	-94	-6	-33	-60	11	-74	38	-62
- Cc1ccc(C)c(N2CCN(C(=O)c3csc(C)c3C)CC2)c1
  -2	3	0	23	8	6	4	2	4	-6	-4
- NC(=O)C1CCN(C(=O)COc2cccc3cccnc23)CC1
  -20	19	16	-9	12	-12	-6	-2	20	-2	13
- O=C(Nc1nc2ccccc2[nH]1)c1cc2ccccc2o1
  -95	26	-51	-121	-9	-15	6	-10	-83	66*	14
- COc1ccc2c(c1)C(C)=CC(C)(C)N2C(=O)CN1C(=O)CCC1=O
  -6	-7	-14	-16	-4	1	-4	-2	3	-15	10
- Cn1c(Cc2ccccc2)nnc1SCCC(=O)Nc1ccccc1
  -8	-2	-5	-4	-5	15	0	-3	5	-2	9
- O=C(COc1ccc(Cl)cc1)NCc1nnc(SCC(=O)NC2CCCCC2)o1
  1	-15	13	11	-15	2	-3	4	33	5	-2
- Cc1cc(Cl)ccc1OCCCC(=O)N1CCCc2ccccc21
  0	-8	3	-3	-1	-2	4	-8	-1	18	20

The list continues.
Under each structure: SRC1 inh	TWEAK-Fn14 inh	Shn3 inh set2	LRH-1 inv ag	EBV LMP1 NFkB	COUP-TFII inh	TROY signal inh	KKLEB tox	SRC3 inh	TRAIL sens C8	CF NFkB block
- CCc1cc2c(NCCC(=O)O)ncnc2s1
  -14	-13	11	14	-7	5	0	-19	-7	-2	7
- Cc1cn(CC(=O)NCCc2c[nH]c3ccccc23)c(=O)[nH]c1=O
  -10	2	1	11	-1	3	-14	9	4	-6	15
- CCOc1ccccc1NC(=O)CN1C(=O)CSC(C)C1=O (stereo not drawn)
  2	16	-18	5	-24	9	-13	-16	16	-13	-10
- CC(C)(C)c1ccc(OCCCNCc2ccccc2)cc1
  -15	-1	-9	3	8	3	-1	-10	10	9	8
- O=C1COc2ccc(C(=O)COC(=O)CCSc3ccc(Cl)cc3)cc2N1
  -5	-5	12	-6	0	10	10	-6	11	-1	9
- C[C@@H]1CN([C@H](C)CO)C(=O)CCCn2nncc2CO[C@H]1CN(C)C(=O)Nc1ccc2c(c1)OCO2
  -28	5	-13	-14	-1	2	-12	9	-11	-1	-3
- CC1CC(C)CN(C(=O)CCCn2c(=S)[nH]c3ccccc3c2=O)C1 (stereo not drawn)
  4	9	4	-7	-2	-10	23	2	5	1	-6
- O=C(CSc1nnc2ccccn12)Nc1nsc(-c2ccccc2)n1
  2	-5	14	-29	-3	-2	-16	-10	21	-12	26
- Cc1cc(C)nc(SC2CCCCC2NS(=O)(=O)c2ccc(Cl)cc2)n1 (stereo not drawn)
  -1	3	1	16	7	7	-2	-4	10	-5	10
- CCNc1nc(NCC)n2c(SC(C(=O)Nc3cc(C)ccc3C)c3ccccc3)nnc2n1 (stereo not drawn)
  12	4	4	11	4	15	14	-16	19	-16	26

Additional entries follow.
Under each structure: SRC1 inh	TWEAK-Fn14 inh	Shn3 inh set2	LRH-1 inv ag	EBV LMP1 NFkB	COUP-TFII inh	TROY signal inh	KKLEB tox	SRC3 inh	TRAIL sens C8	CF NFkB block
- C=CCOc1ccc(Br)cc1CNCCO
  7	4	0	-12	13	7	21	5	10	0	10
- Cc1c(C(=O)O)sc(S(=O)(=O)N2CCN(C(=O)CCc3ccccc3)CC2)c1C(=O)O
  -38	6	-15	-10	4	3	13	-5	9	-4	15
- COC(=O)c1c(C(=O)OC)c2cccc3cc(-c4ccccc4)c4ccc1c4n32
  -6	32	-5	-13	12	1	-17	-18	14	11	15
- COCCCNC(=O)C1CC(=O)N(CCc2ccc(F)cc2)C1 (stereo not drawn)
  11	-6	-4	3	-3	-3	6	2	-5	2	-9
- COc1ccc(CC(=O)Nc2ccc3c(c2)CCC3)cc1
  -39	-5	-19	-21	-16	-22	-27	16	-14	-4	10
- COc1ccc(C(O)c2nccn2Cc2ccccc2)cc1 (stereo not drawn)
  -18	5	1	8	-6	-8	-36	3	-16	0	4
- COc1ccc(OC)c(-c2nc3ccccc3nc2-c2ccccc2)c1
  -13	6	14	3	4	-8	5	-4	8	0	10
- COc1ccc(N2CC(C)(C)[C@H](CC(=O)Nc3ccccc3)C2=O)cc1
  -8	5	-28	-11	-8	1	-7	-5	2	-4	0
- Cc1nc(CCNC(=O)C2CCC(=O)N(Cc3ccc(Cl)cc3)C2)sc1C (stereo not drawn)
  0	-9	-7	-27	0	15	-6	5	-10	-4	-42
- COc1ccc2c(c1)c(C(C)=O)c(C)n2C
  -3	2	5	-8	0	11	11	8	18	-4	-16

(more compounds)
Under each structure: SRC1 inh	TWEAK-Fn14 inh	Shn3 inh set2	LRH-1 inv ag	EBV LMP1 NFkB	COUP-TFII inh	TROY signal inh	KKLEB tox	SRC3 inh	TRAIL sens C8	CF NFkB block
- CC(Sc1cccc[n+]1[O-])C(=O)Nc1cccc(S(=O)(=O)N2CCOCC2)c1 (stereo not drawn)
  0	-6	-2	-5	1	-9	14	9	24	-1	-4
- Cc1csc2nc(CNS(=O)(=O)c3ccc4c(c3)CCCC4)cn12
  -13	-2	28	-19	-10	9	-2	9	3	-1	-36
- O=C(N=C1SC2CS(=O)(=O)CC2N1c1ccc(F)c(Cl)c1)C1CCCO1 (stereo not drawn)
  -4	5	-21	-7	-2	1	1	-8	-35	-16	-15
- Cc1ccc(C)c(-c2nnc(NC(=O)Cc3ccc(F)cc3)o2)c1
  -16	11	25	-9	-1	.	-7	-8	-6	20	6
- CC(C)CN(C(=O)CCC(=O)OCC(=O)c1ccc(F)c(F)c1)c1c(N)n(CC(C)C)c(=O)[nH]c1=O
  12	-11	-8	8	1	-11	-3	0	-37	-2	2
- COC(=O)c1ccc(CNC(=O)COC(=O)CCC(=O)c2ccc(F)cc2)cc1
  -5	-14	-9	12	-5	5	2	10	-1	4	-19
- CCCCN(C)CCCNC(=O)CN1C(=O)COc2ccc(S(=O)(=O)N3CCOCC3)cc21
  -16	22	-12	-36	2	-13	-10	-1	-6	-5	-16
- Cc1ccccc1-c1nc2cc(NC(=O)C3CC3)ccc2o1
  -89	-2	-63	-164	-35	-74	-51	10	-105	33	-25
- O=C(O)c1ccc(NS(=O)(=O)/C=C/c2ccccc2)cc1O
  -10	-2	-2	-9	2	10	14	-3	-5	-5	-6
- CC1CCCCN1Cc1ccc(N)cc1 (stereo not drawn)
  -8	-8	8	-4	-11	4	-15	-11	6	-9	12

Sorted by SMILES length (lowest first): part of the list above.
Under each structure: SRC1 inh	TWEAK-Fn14 inh	Shn3 inh set2	LRH-1 inv ag	EBV LMP1 NFkB	COUP-TFII inh	TROY signal inh	KKLEB tox	SRC3 inh	TRAIL sens C8	CF NFkB block
- CC1CCCCN1Cc1ccc(N)cc1 (stereo not drawn)
  -8	-8	8	-4	-11	4	-15	-11	6	-9	12
- O=C(O)c1ccc(NS(=O)(=O)/C=C/c2ccccc2)cc1O
  -10	-2	-2	-9	2	10	14	-3	-5	-5	-6
- CCCCN(C)CCCNC(=O)CN1C(=O)COc2ccc(S(=O)(=O)N3CCOCC3)cc21
  -16	22	-12	-36	2	-13	-10	-1	-6	-5	-16

Next entries follow.
Under each structure: SRC1 inh	TWEAK-Fn14 inh	Shn3 inh set2	LRH-1 inv ag	EBV LMP1 NFkB	COUP-TFII inh	TROY signal inh	KKLEB tox	SRC3 inh	TRAIL sens C8	CF NFkB block
- CCCCC1OC2(C)OC(=N)C1(C#N)C(C#N)(C#N)C2c1ccccc1 (stereo not drawn)
  -8	39	-11	6	8	13	-5	2	3	-6	17
- CCCCc1ccc(NC(=O)COCC)cc1
  -62	-56	-14	-22	-17	-34	-54	0	-47	2	8
- O=C(NC1CC2CCCC(C1)N2C(=O)Nc1ccccc1F)C1CC1 (stereo not drawn)
  -12	13	11	-4	8	7	4	1	1	8	0
- CN(O)/C=C/C(=O)c1ccc(Br)cc1
  8	9	-1	-26	-2	-6	2	13	3	1	-13
